All columns: NCI-60 one-dose screen, growth in % after 48 h at 10 µM unless noted; 100 = growth as untreated, 0 = no growth, -100 = all killed.
NCI-H23: NCI-H23 lung cancer; 80,000 compounds, 4% hits
OVCAR-4: OVCAR-4 ovarian cancer cells; 80,000 compounds, 3.7% hits
NCI-H322M: NCI-H322M lung cancer. 80,000 compounds, 2.7% hits. AID 1794733
NCI/ADR-RES: NCI/ADR-RES ovarian cells | 81,000 compounds, 4.4% hits
IGROV1: IGROV1 ovarian cancer; 79,000 compounds, 4.7% hits
NCI-H226: NCI-H226 lung cancer; 79,000 compounds, 3.5% hits
NCI-H522: NCI-H522 lung cancer | 78,000 compounds, 8% hits | AID 1794739
NCI-H460: NCI-H460 lung cancer. 82,000 compounds, 6.8% hits
SK-OV-3: SK-OV-3 ovarian cancer cells | 80,000 compounds, 3.2% hits | AID 1794785
* = called active by the depositor; nt = not tested or not shown. The calls were made as follows: active = growth percent below 10; inactive = the rest. Not a hit list. About 11% of those tested had a hit in this group.

| structure | NCI-H23 | OVCAR-4 | NCI-H322M | NCI/ADR-RES | IGROV1 | NCI-H226 | NCI-H522 | NCI-H460 | SK-OV-3 |
| --- | --- | --- | --- | --- | --- | --- | --- | --- | --- |
| NC(=S)Cc1ccccc1 | 102 | 97 | 98 | 105 | 107 | 97 | 92 | 106 | 103 |
| O=C(O)c1cn(C2CC2)c2cc(N3CCN(Cn4nc(-c5ccccn5)oc4=S)CC3)c(F)cc2c1=O | 104 | 102 | 113 | 110 | 106 | nt | 92 | 106 | nt |
| COc1ccc2nc(-c3nonc3-n3cccc3)[nH]c2c1 | 98 | 95 | 105 | 105 | 97 | nt | 80 | 114 | 104 |
| CCC(O)(CC(=O)O)c1ccccc1 (stereo unspecified) | 111 | 116 | 98 | 101 | 102 | 99 | nt | 106 | 113 |
| O=C(Nc1ccc(Cl)cc1)Nc1ccc(Nc2nncc3ccccc23)cc1 | 12 | 11 | 64 | 36 | 40 | 33 | 12 | 9.9* | 38 |
| C=CCn1c(SCC(=O)Nc2ccc(C(=O)/C=C/c3cc(OC)c(OC)c(OC)c3)cc2)nnc1-c1ccc(OC)c(OC)c1 | 98 | 110 | 114 | 104 | 102 | 92 | 83 | 96 | 105 |
| COc1cc(C2CC(c3ccc(F)cc3)=Nc3c(N)nc(N)nc3N2)ccc1Oc1nc(Nc2ccc(F)cc2)nc(N(C)C)n1 (stereo unspecified) | 70 | 23 | 105 | 49 | 52 | 86 | 61 | 10 | 87 |
| CCOC(=O)CN(Cc1ccccc1)c1c(NC2CCCCC2)oc(=O)c2ccccc12 | 99 | 102 | 110 | 90 | 115 | 98 | 92 | 92 | 108 |
| NC(=S)N/N=C(/CCN1CCCC1)CC(C1=C(O)C2=CCCCC2OC1=O)c1ccccc1 (stereo unspecified) | 73 | 62 | 86 | 40 | 53 | 86 | 80 | 101 | 94 |
| COC(=O)c1ccc(C(=O)Nc2cccc(-c3cc(=O)c4c(OC)c(OC)c(OC)cc4o3)c2)cc1 | 87 | 99 | 88 | 88 | 100 | 90 | 72 | 101 | 98 |
| Cc1nc2ncccc2c(=O)n1-c1ccc(S(=O)(=O)Nc2ncccn2)cc1 | 89 | 109 | 101 | 100 | 101 | 86 | 88 | 107 | 67 |
| Cc1ccc(-c2cc(O)c(C(=O)Nc3ccccc3)s2)cc1 | 83 | 97 | 91 | 86 | 89 | 99 | 75 | 88 | 99 |
| O=C1CCC(NCc2ccc(Cl)cc2)N1 (stereo unspecified) | 99 | 106 | 105 | 104 | 109 | 87 | 94 | 102 | 107 |
| CCO/C([O-])=N\c1c[n+](N2CCOCC2)no1 | 103 | 114 | 141 | 99 | 125 | 103 | 99 | 110 | 110 |
| Nc1c(C(=O)Nc2ccncc2)sc2nc3c(cc12)CCCCCC3 | 89 | 87 | 81 | 89 | 103 | 80 | 82 | 90 | 80 |
| CN(C)CCN(Cc1ccc(Cl)s1)c1ccccn1 | 83 | 93 | 99 | 95 | 93 | 96 | 88 | 102 | 89 |
| CC(C)=C1C=C2CC[C@@H]3[C@](C)(CCC[C@@]3(C)C(=O)O)[C@H]2CC1 | 101 | 94 | 95 | 100 | 103 | 103 | 96 | 106 | 105 |
| CCCCc1oc2ccc([N+](=O)[O-])cc2c1C(=O)c1ccc(C#Cc2ccc(CC)cc2)cc1 | 87 | 101 | 103 | 101 | 90 | 94 | 81 | 98 | 90 |
| Cc1ccc(S(=O)(=O)N2CCN(c3oc(-c4ccccc4)nc3C#N)CC2)cc1 | 90 | 81 | 87 | 76 | 79 | 70 | 72 | 79 | 109 |
| COc1c(O)c(O)cc2c3c(oc12)CC(c1ccc(N(C)C)cc1)CC3=O (stereo unspecified) | 86 | 89 | 91 | 93 | 63 | 93 | 69 | 97 | 95 |
| CCC(O)c1cnc(OCc2ccccc2)nc1OCc1ccccc1 (stereo unspecified) | 99 | 99 | 122 | 101 | 107 | 108 | 92 | 108 | 109 |
| CC[N+]([O-])(CC)CCNc1ccc(CO)c2sc3ccccc3c(=O)c12 | 105 | 95 | 93 | 98 | 99 | 97 | nt | 104 | 102 |
| Cc1cnc(CSc2nc(-c3ccccc3)cn2-c2ccc(Cl)cc2)c(C)c1 | 93 | 93 | 95 | 96 | 104 | 106 | 67 | 103 | 99 |
| Cn1c(=O)c2[nH]c(Cc3cccc4ccccc34)nc2n(C)c1=O | 75 | 72 | 127 | 88 | 96 | 84 | nt | 94 | 96 |
| COc1cccc(-c2cc(-c3ccc(OC)c(S(N)(=O)=O)c3)[nH]c(=O)c2C#N)c1 | 99 | 101 | 103 | 98 | 111 | 104 | 102 | 109 | 105 |
| Cc1nc(-[n+]2nc(-c3ccccc3)nn2-c2ccccc2)sc1C | 97 | nt | 86 | 103 | 85 | 106 | 83 | 93 | 103 |
| COc1ccc(-c2nc(-c3c[nH]c4ccccc34)cs2)cc1 | 89 | 104 | 98 | 102 | 95 | 108 | 59 | 105 | 103 |
| COC1C(O)CC(OC2CC(OC3CC(O[C@@H]4C(=O)c5c(cc6cc(OC7CC(OC8CC(O)C(O)C(C)O8)C(O)C(C)O7)c(C)c(O)c6c5O)CC4[C@H](OC)C(=O)O)OC(C)C3O)OC(C)C2O)OC1C (stereo partly specified) | 6.6* | 45 | 15 | 63 | 24 | -36* | -14* | 14 | 35 |
| COc1ccc2c(c1)N(CC(C)CN(C)C)c1ccccc1S2 (stereo unspecified) | 102 | 91 | 120 | 97 | 89 | 102 | 69 | 91 | 90 |
| CC(=O)C1=CC[C@H]2[C@@H]3CCC4=CC(=O)CC[C@]4(C)[C@H]3C(=O)C[C@]12C | 80 | 69 | 91 | 76 | 77 | 98 | 83 | 96 | 87 |

Remaining list, next part
Values run as follows: NCI-H23	OVCAR-4	NCI-H322M	NCI/ADR-RES	IGROV1	NCI-H226	NCI-H522	NCI-H460	SK-OV-3
c1cncc(-c2nnc(-c3ccncc3)o2)c1
 : 101	112	108	102	108	105	95	102	104
NS(=O)(=O)c1cccc(N2C(=O)c3c(Cl)c(Cl)c(Cl)c(Cl)c3C2=O)c1
 : 92	108	93	98	98	103	93	107	104
CC[P+](CC)(CC)c1ccccc1
 : 110	103	102	110	109	93	nt	103	105
COc1cccc(C2CC(=O)N(c3ccc(F)cc3)C3=C2C(=O)OC3)c1 (stereo unspecified)
 : 98	99	103	106	118	nt	88	104	95
CCCOC(=O)Nc1cc(C)c(NC(=O)CN(CC)CC)c(C)c1
 : 103	110	107	109	111	109	104	108	117
S=c1[nH]nc(-c2ccc(-n3nc(-c4ccccc4)c4ccccc43)cc2)s1
 : 99	91	100	104	96	94	89	98	108
CCC(O)CC(CC)CO (stereo unspecified)
 : 101	nt	110	110	114	102	117	94	115
COc1cc(Nc2c(C#N)cnn3cc(-c4cnn(CC(C)(C)O)c4)cc23)ccc1Cl
 : 41	43	42	46	4.9*	42	15	60	4.2*
Cc1ccc(S(=O)(=O)C/C(=N/Nc2ccc(S(N)(=O)=O)cc2)c2cc3cc(Br)ccc3oc2=O)cc1
 : 98	nt	92	97	87	nt	87	98	nt
N#CCCN(CCc1ccccc1)C(=O)C(Cl)Cl
 : 106	107	98	115	105	98	105	108	122

Entries of single compounds, quoted from the list. Order of screens: NCI-H23 | OVCAR-4 | NCI-H322M | NCI/ADR-RES | IGROV1 | NCI-H226 | NCI-H522 | NCI-H460 | SK-OV-3
Cc1ccc(S(=O)(=O)C/C(=N/Nc2ccc(S(N)(=O)=O)cc2)c2cc3cc(Br)ccc3oc2=O)cc1 is listed with 98 | nt | 92 | 97 | 87 | nt | 87 | 98 | nt
c1cncc(-c2nnc(-c3ccncc3)o2)c1 is listed with 101 | 112 | 108 | 102 | 108 | 105 | 95 | 102 | 104
S=c1[nH]nc(-c2ccc(-n3nc(-c4ccccc4)c4ccccc43)cc2)s1 is listed with 99 | 91 | 100 | 104 | 96 | 94 | 89 | 98 | 108
N#CCCN(CCc1ccccc1)C(=O)C(Cl)Cl is listed with 106 | 107 | 98 | 115 | 105 | 98 | 105 | 108 | 122

Next section
Values run as follows: NCI-H23	OVCAR-4	NCI-H322M	NCI/ADR-RES	IGROV1	NCI-H226	NCI-H522	NCI-H460	SK-OV-3
CNc1nc(Cl)nc2c1ncn2-c1ccccc1
 : 104	98	93	99	82	84	nt	93	92
Cc1nc2cc(Nc3nc(Nc4ccc(F)cc4)nc(N4CCN(C)CC4)n3)ccc2n1Cc1ccccc1
 : nt	-7.2*	nt	43	25	65	-55*	3.4*	69
COc1ccc(Nc2ncccc2C(=O)NCc2cn(Cc3cccc(Oc4ccccc4)c3)nn2)c(OC)c1
 : 38	55	56	-10*	48	74	12	7.1*	22
Nc1c(C(=O)c2ccc(Cl)cc2)sc2nc(-c3cnccn3)cc(-c3cccs3)c12
 : nt	100	97	109	90	94	100	105	92
C#Cc1cccc(Nc2nc3ccc([N+](=O)[O-])cc3nc2Nc2cccc(C#C)c2)c1
 : -55*	-44*	1.2*	-10.0*	-29*	-42*	-64*	-58*	-85*
COc1ccc(-c2cc(-c3nc4ccc(F)cc4[nH]3)[nH]n2)cc1
 : 88	62	59	83	59	77	56	50	60
Cc1nnc(-c2ccc3c(c2)nc(/C=C/c2ccccc2)n3C2CCCCC2)o1
 : 88	82	86	85	77	104	69	82	65
O=C(O)CSC(=S)N1CCOCC1
 : 98	107	nt	96	nt	99	99	103	112
N#CC12C(=O)N=C(N)C1(C#N)C2C(=O)c1ccccc1 (stereo unspecified)
 : 97	111	104	99	115	89	101	114	100
O=C(NCc1ccccc1)C1CNCC(C(=O)NCc2ccccc2)C1 (stereo unspecified)
 : 97	87	112	99	116	96	99	107	102
NCCCCCCNc1cc(-c2cccc(OC(F)(F)F)c2)nc2ccc(N3CCCC3)cc12
 : 0.1*	-40*	-13*	5.0*	-56*	81	-44*	-92*	94
CN(Cc1cc(Br)cc(Br)c1N)C1CCCCC1
 : 91	90	91	98	82	103	87	105	100
Nc1nc(NS(=O)(=O)c2ccc(Cl)cc2)ncc1-c1nc2ccccc2[nH]1
 : 99	106	98	106	103	109	102	111	102
COc1ccc(-c2cc(-c3nnc(SCC(=O)Nc4ccc(/C(C)=N\O)cc4)o3)c3ccccc3n2)cc1
 : 99	103	113	102	112	96	87	105	111
Cn1c(-c2c(N)n(Cc3ccc(C(F)(F)F)cc3)c3nc(C#N)c(C#N)nc23)nc2ccccc21
 : 1.2*	23	-5.0*	6.7*	17	-1.5*	-3.3*	4.0*	-4.0*
O=S(=O)(Nc1nnc(-c2ccncc2)s1)c1ccccc1
 : 109	101	115	102	108	96	91	106	92
O=C(Nc1ccc(CN2CCc3nc4cc(O)c(O)cc4cc32)cc1)c1ccc(Cl)c(C(F)(F)F)c1
 : 103	118	102	101	102	80	110	112	101
CC[C@@H](C)[C@@H]1NC(=O)Nc2nc3ccccn3c2C1=O
 : 102	112	90	102	101	100	90	109	94
C/C=C(/C)C(=O)O[C@@H]1[C@H](OC(C)=O)[C@@]2(CO)C(CC1(C)C)C1=CCC3[C@@]4(C)CC[C@H](O[C@@H]5O[C@H](C(=O)O)[C@@H](O[C@@H]6O[C@H](CO)[C@@H](O)[C@H](O)[C@H]6O)[C@H](O)[C@H]5O[C@@H]5O[C@H](CO)[C@@H](O)[C@H](O)[C@H]5O)[C@](C)(CO)C4CC[C@@]3(C)[C@]1(C)C[C@H]2O (stereo partly specified)
 : 94	92	84	98	69	104	80	72	79
CCOC(=O)/C(=C/c1cccc(OC)c1)N(CC)CC
 : 98	112	102	104	113	96	91	104	113
O=C(O)C(O)c1cccc2ccccc12 (stereo unspecified)
 : 97	99	90	93	100	115	93	109	115
CCOC(=O)c1[nH]cc(-c2ccc(OC)cc2)c1-c1ccc(O)cc1
 : 93	74	97	89	98	91	90	93	152
CCCCCCCCC(C)NCCO (stereo unspecified)
 : 99	111	121	108	107	108	102	109	104
Cc1cccc2c1C(Br)=C1CCCN3C(=O)c4ccccc4C123 (stereo unspecified)
 : 101	103	94	85	96	92	80	111	95
COc1cc2c(cc1OC)C1CCc3cc4c(cc3C1N=C2)OCO4 (stereo unspecified)
 : 93	82	109	82	99	112	82	96	98
CCCCCCCCN(CCCCCCCC)CCCCCCCCCN1CCCc2ccccc21
 : 90	94	108	93	97	79	85	101	90
O=C1[C@H](CCC(O)c2ccc(F)cc2)[C@@H](c2ccc(O)cc2)N1c1ccc(F)cc1 (stereo partly specified)
 : 83	82	85	61	97	95	65	99	110
COc1ccc(C(O)S(=O)(=O)O)cc1 (stereo unspecified)
 : 103	97	93	101	102	116	98	114	97
COc1ccc(-c2nn(-c3ccc(NC(=O)c4ccc(Cl)c(C(F)(F)F)c4)cc3)cc2-c2ccncc2)cc1Cl
 : 30	94	52	36	45	70	31	11	58
CCCC(=O)NC(c1ccc2c(c1)OCO2)c1cc(Cl)c2cccnc2c1O (stereo unspecified)
 : 48	19	42	1.6*	16	50	14	23	30
CC1(C)CC(=O)C(CSC(=O)c2ccccc2)C(=O)C1
 : 101	108	92	98	31	89	87	104	106
CC(C)N(Cc1ccccc1)CC(O)c1ccc(Cl)cc1 (stereo unspecified)
 : 97	87	102	91	103	95	81	94	104
O=C(NO)c1ccc2nc(CN(CCO)c3ccccc3)[nH]c2c1
 : 101	70	91	88	92	97	65	74	77
N#Cc1ccc(NC(=O)COc2ccc(/C=C3\C(=O)Nc4cc(Cl)ccc43)cc2)cc1
 : 60	84	82	64	70	75	63	68	85
O=C(Nc1nccnc1OCc1ccccc1)Nc1cccc2ccccc12
 : 70	31	72	66	80	60	65	69	46
COc1ccc(-n2nc(C)c3c(Nc4ccc(NC(=O)Nc5cccc(C(F)(F)F)c5)cc4)ncnc32)cc1
 : 9.9*	7.2*	5.4*	4.8*	7.5*	34	4.2*	1.6*	17
CC(=O)Oc1c(C2=NN(C(C)=O)C(c3ccc(F)cc3)O2)sc2nnc(-c3ccccc3)c(-c3ccccc3)c12 (stereo unspecified)
 : 101	nt	nt	98	nt	93	92	100	106
O=c1[nH]c(=O)n(C2C[C@H](O)[C@@H](CO)O2)cc1C(F)(F)F (stereo partly specified)
 : 98	114	nt	102	120	107	nt	113	109

Screens as filed in PubChem BioAssay.
